hiPSC survival = enhancers of human iPSC single-cell survival; survival enhancement, % at 20 µM; actives 0.044% (n = 360,000); hiPSC single-cell survival, ATPlite luminescence; 100% = ROCK inhibitor wells, 0% = DMSO; in the data active = survival enhancement above about 18%;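 note: cells exposed to compounds for 16 hours before the ATP read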
HTR2A ag = mouse HTR2A agonism via beta-arrestin recruitment; activation, % at 7.6 µM; actives 0.66% (n = 360,000); CHO-K1 mHTR2A beta-arrestin complementation, luminescence; percent of 30 µM serotonin response;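 active = activation above a run cutoff, the mean activation of all tested compounds plus 3 SD, cut at about 14% in these data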;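 note: 0% = plate median of compound wells and 100% = 30 µM serotonin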
Target sequence (P35363 whole entry, looked up): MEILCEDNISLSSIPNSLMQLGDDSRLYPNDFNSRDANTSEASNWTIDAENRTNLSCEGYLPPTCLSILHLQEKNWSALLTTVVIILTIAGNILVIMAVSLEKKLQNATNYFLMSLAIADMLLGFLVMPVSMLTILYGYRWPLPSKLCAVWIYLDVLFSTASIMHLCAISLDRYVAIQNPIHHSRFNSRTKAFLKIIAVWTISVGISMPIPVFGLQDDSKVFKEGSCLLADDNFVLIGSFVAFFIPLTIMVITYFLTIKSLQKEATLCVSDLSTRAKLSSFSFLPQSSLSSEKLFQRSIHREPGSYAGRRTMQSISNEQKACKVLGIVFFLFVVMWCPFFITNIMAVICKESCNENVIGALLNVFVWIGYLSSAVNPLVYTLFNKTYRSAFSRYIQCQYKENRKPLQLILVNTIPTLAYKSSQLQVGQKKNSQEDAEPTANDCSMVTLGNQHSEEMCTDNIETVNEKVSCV
NR2E3 ag-1 = agonists of human NR2E3 nuclear receptor | Q9Y5X4 | CHO-S Gal4-NCOR/VP16-NR2E3 two-hybrid, luciferase | inhibition of corepressor binding, % at 3.98 µM | actives 0.35% (n = 360,000) | AID 602229;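 active = inhibition above the mean of all tested compounds plus 3 SD, cut at about 70% in these data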;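 note: 0% = DMSO with NR2E3 transfected cells and 100% = cells lacking NR2E3 construct; higher means lower luciferase signal from less NR2E3 corepressor binding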
Target sequence (Q9Y5X4 whole entry, looked up, the tested form may be a part): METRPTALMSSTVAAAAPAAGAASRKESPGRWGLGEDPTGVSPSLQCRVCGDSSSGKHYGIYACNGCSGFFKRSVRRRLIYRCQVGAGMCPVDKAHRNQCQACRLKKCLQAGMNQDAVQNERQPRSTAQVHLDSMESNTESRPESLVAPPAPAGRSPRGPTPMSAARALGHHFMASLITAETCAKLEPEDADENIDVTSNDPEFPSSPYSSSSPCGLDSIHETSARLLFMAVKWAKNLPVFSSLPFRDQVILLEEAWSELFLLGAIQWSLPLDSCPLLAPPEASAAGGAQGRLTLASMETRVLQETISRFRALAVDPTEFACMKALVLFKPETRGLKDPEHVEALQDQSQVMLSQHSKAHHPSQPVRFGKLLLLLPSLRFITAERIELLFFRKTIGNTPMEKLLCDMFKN
NR2E3 ag-2 = NR2E3 (human) agonism | Q9Y5X4 | GST-NR2E3/biotin-RetCOR TR-FRET, 1536-well | inhibition of corepressor binding, % at 4.78 µM | actives 0.12% (n = 320,000) | AID 2300;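 active = percent inhibition above the cutoff of mean plus 3 SD of all tested compounds, set per screening campaign, cut at about 20% in these data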;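 note: 0% = DMSO wells and 100% = biotin wells as full block of FRET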
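System: GST-NR2E3 and biotin-RetCOR proteins; probe or stimulus: 7 nM biotin-RetCOR; doses: compound at 4.8 µM, single dose; schedule: Compound–protein incubation for 5 h at 4 °C; detection: time-resolved FRET; read-out: percent inhibition; controls: biotin wells as high control, 0.6% DMSO wells as low control; format: 1536-well plates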
Shn3 3UTR inh = Schnurri-3 reporter inhibition in Clone20 osteoblasts. Clone20 osteoblast Shn3 3'UTR firefly luciferase, 24 h. AID 588674. inhibition, % at 12.5 µM. actives 0.52% (n = 360,000);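 active = mean inhibition of at least 75% with every replicate also reaching 75%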;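 note: 0% = median of neutral control wells and 100% = pilot-screen positive control compound; some compounds past the cut are filed as inactive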
CaV13 ICDI inh = Disruptors of the CACNA1D IQ motif to Ca2+-dependent inactivation inhibitor domain association, primary screening, Förster resonance energy transfer in intact living …. inhibition, % at 12.3 µM. HEK cells, CFP/YFP FRET ICDI-IQ, plate reader, 10 min; percent FRET-ratio fall versus neutral wells. actives 0.098% (n = 340,000);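 active = mean replicate inhibition of at least 30% and at least 1% of replicates passing that level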;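 note: 0% = median of the neutral control wells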
TRPM1 prom inh = inhibitors of MITF-driven TRPM1 promoter in melanoma cells; SK-MEL-5 TRPM1 promoter luciferase, 24 h; inhibition, % at 12.5 µM; actives 0.83% (n = 330,000);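 active = mean inhibition across replicates of 60% or more, whatever share of single replicates reaches that level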; note: values of inactives mirror those of a sister screen read the other way
HIF-2a block = HIF-2a inhibition | 786-0 RCC cells HIF-2a reporter, luciferase luminescence, overnight | inhibition, % at 18.8 µM | actives 0.72% (n = 360,000);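 active = inhibition of the luminescence signal of 40% or more relative to plate controls, in a single-dose primary screen at 18.75 µM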
PDI inh = PDI (human) enzyme inhibition; AID 588391; P07237; actives 0.052% (n = 350,000); inhibition, % at 10 µM; PDI insulin aggregation turbidity, A650, 90 min;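 active = mean inhibition across replicates of 30% or more, whatever share of single replicates reach that level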;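 note: absorbance from insulin aggregation driven by PDI reduction with DTT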
Peg3 promoter = reduces Peg3 promoter-driven luciferase expression in HeLa. actives 1.7% (n = 360,000). HeLa PEG-Prom luciferase reporter, luminescence, overnight. inhibition, % at 20 µM;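 active = inhibition of at least 50% at 20 µM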
Cardio protect = protects H9c2 cardiomyocytes from peroxide injury | H2O2 injury protection, ATPLite, 2 h | protection from H2O2 cell death, % at 20 µM | actives 0.63% (n = 360,000);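 active = compounds giving at least 50% protection of heart cells from peroxide-induced death in the single-dose screen, raw or plate-pattern-corrected value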;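 note: 0% = DMSO wells with peroxide and 100% = DMSO wells without peroxide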
Active calls of the source: *; / = no result given; & = joins results of further samples. Hits appear at their usual frequency. Share with any hit: about 3.9%.

SMILES	hiPSC survival	HTR2A ag	NR2E3 ag-1	NR2E3 ag-2	Shn3 3UTR inh	CaV13 ICDI inh	TRPM1 prom inh	HIF-2a block	PDI inh	Peg3 promoter	Cardio protect
Cc1ccc(OCCNS(=O)(=O)c2ccc(N3CCCC3=O)cc2)cc1	-1.1	-3.0	61.0	1.7	39.6	-4.9	12.0	20.2	1.6	2.5	-16.1
O=S(=O)(Nc1cccnc1)c1cccs1	-2.0	-4.2	-16.1	2.0	-4.1	-3.7	6.5	10.4	8.8	5.0	-8.7
CCn1cc(C(=O)Nc2ccc(C)c([N+](=O)[O-])c2)cn1	0.4	2.9	-14.4	-3.6	10.1	-7.4	-21.4	-44.3	0.1	-46.1	-1.8
CC1CCc2nc(NC(=O)C3CC3)sc2C1 (configuration not stated)	-1.6	-4.6	-90.9	1.5	-53.5	/	-35.5	-194.0	1.1	-206.6	-13.0
CCn1c(O)c(N=NC(=O)CNC(=O)c2ccco2)c2ccccc21	1.8	-5.6	-7.1	-0.1	12.9	-5.1	11.7	10.5	22.6	2.3	0.0
CC(CCc1ccccc1)NC(=O)c1cccc(F)c1 (configuration not stated)	0.0	-0.3	-19.6	2.0	-11.9	-4.2	-0.7	2.2	-0.3	17.1	0.2
O=P(Cc1ccccn1)(c1ccccc1)c1ccccc1	-0.6	-1.2	-1.9	3.4	-10.3	-6.4	8.7	14.6	1.1	6.8	1.6
O=C(NCC1CCCO1)c1ccc2c(c1)N(Cc1ccccc1)CCS2 (configuration not stated)	-0.5	4.8	-11.0	2.9	-8.3	-4.5	3.0	-1.4	-8.1	2.8	3.6
N#CCCn1cc(C(=O)Nc2ccccn2)c(-c2ccccc2)n1	0.6	-2.2	-7.8	0.8	7.3	-20.3	0.2	9.9	-0.1	13.9	-2.6
Cc1ccc(S(=O)(=O)N(CC(=O)Nc2cccc(C)c2C)C(=O)N2CCN(C)CC2)cc1	-0.4	-4.4	-12.3	/	-15.5	-5.9	6.1	10.0	-5.9	9.5	1.0
CCOC(=O)Cn1cc(C(=O)c2cccs2)c2ccccc21	0.4	-4.0	-20.6	-1.9	-18.9	-5.6	-5.8	-2.5	8.3	-0.4	2.9
CCCCCCN1CCN(C2CN(Cc3cn(Cc4cc(C)cc(C)c4)nn3)S(=O)(=O)C2)CC1 (configuration not stated)	-0.3	3.0	10.3	/	/	-10.2	/	-0.5	/	/	/
Cc1c(CC(=O)N2CCN(C(=O)C3COc4ccccc4O3)CC2)c(=O)oc2cc(O)ccc12 (configuration not stated)	-0.5	-1.0	16.5	2.4	11.7	-4.7	-17.0	6.9	-1.2	6.5	7.4
Fc1ccc(SCCc2ccncc2)cc1	-2.4&4.0	-4.4&-5.5	-12.3&-4.0	-3.1&-0.7	14.7&1.6	-7.9&-4.7	-1.0&-7.9	-75.6&-12.9	-2.1&-4.8	-15.7&-7.4	-1.1&-5.2
CN1OC[C@@H]2C(=O)N3CCc4c([nH]c5ccccc45)[C@@H]3C[C@@H]21	3.8	1.5	-10.7	/	-8.7	-15.8	/	-2.3	1.3	12.7	14.2
COc1cc(/C=C(/C#N)c2ccc(F)cc2)ccc1OCc1ccc(C(=O)O)o1	-0.6	0.6	-6.9	0.0	6.9	-4.0	1.7	7.6	-3.9	-11.6	5.7
CC(=O)N1CCOCCOCCOCC1	0.0	3.3	-17.8	3.2	-9.4	-6.3	6.4	14.2	2.1	17.6	5.8
Cc1nc(NC(=O)CSC2=NCCS2)sc1C(=O)N(C)C	-0.2	4.3	-16.6	2.8	2.6	/	-8.7	-26.5	-10.9	-11.2	-4.7
CC(C)CCNCC(=O)NC(c1ccccc1)c1ccccc1	-0.6	0.9	13.9	4.7	15.1	-5.4	-3.3	17.9	1.2	10.1	4.0
C#CCOCCOCCOCCNc1nc(OC)nc(N2CCN(C(=O)[C@H](CCC(=O)O)n3cc(C(N)CO)nn3)CC2)n1 (some centres not stated)	-0.6	-0.4	-26.6	0.0	-10.3	-5.7	-0.8	-0.6	-0.3	3.1	2.2
CCCCn1c(=O)c(F)cn(Cc2ccc(OC)c([N+](=O)[O-])c2)c1=O	1.4	7.8	2.0	0.6	4.4	-15.6	-8.1	9.0	-15.6	-5.0	2.9
O=C(Nc1nnc([C@@H]2C[C@H](O)[C@@H](CO)O2)s1)Nc1cccc2c1CCCC2	-0.3	1.3	-5.0	/	0.2	-6.0	/	13.4	-11.8	-2.3	12.8
O=C(COc1ccc(S(=O)(=O)N2CCOCC2)cc1)Nc1ccc2c(c1)OCCO2	-1.9	1.9	-12.1	3.3	12.4	-8.6	7.5	8.5	4.6	18.6	-10.7
COC(=O)c1ccccc1NS(=O)(=O)c1ccc2c(c1)oc(=O)n2C	0.1	-3.6	6.8	0.3	-1.4	-3.5	9.7	16.6	-5.7	33.4	1.6
O=C(NCCc1c[nH]c2ccccc12)c1cnc2sccn2c1=O	0.8	0.5	-112.3	2.7	-41.5	-5.2	-35.1	-181.2	17.0	-264.9	7.1
COc1ccc(-c2cc(C(=O)Nc3cccc(Cl)c3)no2)cc1	-0.2	1.3	-29.7	1.3	-128.8	-4.0	-69.1	-248.3	0.8	-265.9	-2.2
COc1ccc(C2c3c(-c4ccccc4O)n[nH]c3C(=O)N2CCc2ccc(OC)c(OC)c2)cc1 (configuration not stated)	0.3	3.4	9.1	3.8	12.2	-8.9	-11.5	36.0	9.0	26.2	6.3
COc1cccc(CNC(=O)CCc2nc3cc(S(=O)(=O)N4CCOCC4)ccc3n2C)c1	-0.4	0.8	2.3	1.0	-18.8	-5.8	6.0	-40.5	4.9	-11.1	-1.9
O=c1c2ccccc2nc(CSc2ncnc3nc[nH]c23)n1-c1cccc(C(F)(F)F)c1	1.0	0.6	-13.8	-0.2	2.3	-5.6	14.7	16.4	-7.1	13.3	17.6
Cc1cccc(NC(=O)c2ccc(NC(C)c3ccccc3)c([N+](=O)[O-])c2)n1 (configuration not stated)	1.1	1.8	-15.2	2.0	25.7	16.2	-8.7	12.9	4.2	-13.3	-11.0

Rewritten in markdown: entries from further up.
| canonical_smiles | hiPSC survival | HTR2A ag | NR2E3 ag-1 | NR2E3 ag-2 | Shn3 3UTR inh | CaV13 ICDI inh | TRPM1 prom inh | HIF-2a block | PDI inh | Peg3 promoter | Cardio protect |
| --- | --- | --- | --- | --- | --- | --- | --- | --- | --- | --- | --- |
| COc1ccc(C2c3c(-c4ccccc4O)n[nH]c3C(=O)N2CCc2ccc(OC)c(OC)c2)cc1 (configuration not stated) | 0.3 | 3.4 | 9.1 | 3.8 | 12.2 | -8.9 | -11.5 | 36.0 | 9.0 | 26.2 | 6.3 |
| COc1cc(/C=C(/C#N)c2ccc(F)cc2)ccc1OCc1ccc(C(=O)O)o1 | -0.6 | 0.6 | -6.9 | 0.0 | 6.9 | -4.0 | 1.7 | 7.6 | -3.9 | -11.6 | 5.7 |

Of the compounds above, 2 contain two or more sulfur atoms:
SMILES	hiPSC survival	HTR2A ag	NR2E3 ag-1	NR2E3 ag-2	Shn3 3UTR inh	CaV13 ICDI inh	TRPM1 prom inh	HIF-2a block	PDI inh	Peg3 promoter	Cardio protect
O=S(=O)(Nc1cccnc1)c1cccs1	-2.0	-4.2	-16.1	2.0	-4.1	-3.7	6.5	10.4	8.8	5.0	-8.7
Cc1nc(NC(=O)CSC2=NCCS2)sc1C(=O)N(C)C	-0.2	4.3	-16.6	2.8	2.6	/	-8.7	-26.5	-10.9	-11.2	-4.7

(next part)
SMILES	hiPSC survival	HTR2A ag	NR2E3 ag-1	NR2E3 ag-2	Shn3 3UTR inh	CaV13 ICDI inh	TRPM1 prom inh	HIF-2a block	PDI inh	Peg3 promoter	Cardio protect
Cc1ccc(S(=O)(=O)CCC(=O)OCC(=O)N2CCN(c3ccccc3)CC2)cc1	-0.6	7.3	-7.8	-1.9	3.0	-5.2	1.7	20.2	-1.0	13.8	1.6
CCc1cccc(NC(=O)Cc2ccc(OC)c(OC)c2)c1	-1.4	-1.6	-4.6	0.1	45.3	-3.1	0.5	5.9	5.9	10.0	-16.9
O=C(COc1cccc(Oc2ccccc2)c1)Nc1ncccn1	-0.3	-0.6	-2.3	10.5	10.1	/	-0.4	22.3	2.0	-8.5	-3.4
COc1cc(C(C)=O)ccc1OCC(O)CNCC1(N2CCCCC2)CCCCC1 (configuration not stated)	-3.1	-1.8	-14.5	-0.7	-35.0	-5.6	7.7	4.5	9.9	7.8	2.7
O=C(O)C1C(C(=O)O)C1(c1ccccc1)c1ccccc1 (configuration not stated)	-0.5	1.3	-0.4	1.2	5.9	-2.1	-3.6	7.9	2.0	10.6	0.2
CCOC(=O)c1c(NC2=NS(=O)(=O)c3ccccc32)sc2c1CCCCC2	0.6	6.1	10.4	0.3	-21.2	-3.6	-7.0	-55.1	10.0	-38.0	-14.3
COC(=O)C(Cc1ccccc1)NC(=O)COc1ccc(C(C)(C)C)cc1 (configuration not stated)	0.3	-3.7	-9.0	-0.1	-5.1	/	-6.6	26.2	-9.6	29.5	-13.8
Cc1ccc(C)c(S(=O)(=O)N2CCN(CC(=O)NC(=O)NCc3ccco3)CC2)c1	1.5	2.9	4.5	-0.7	12.5	-6.2	11.4	11.8	10.8	18.7	8.9
COc1ccc(NC(C)=O)cc1NC(=O)CSc1nnc(-c2ccc(F)cc2)n1N	-0.2	0.1	-9.8	0.1	-29.0	-4.4	-12.8	10.5	-2.4	12.0	-0.6
Cc1ccc(C(=O)Nc2nc(C)c(C)s2)o1	-3.3	0.1	-133.7	-6.5	-50.4	/	-65.0	-154.6	-1.9	-188.2	-14.6
CC(C)(C)[C@@H]1C=C(C(=O)O)O[C@H](OCc2ccc(CO)cc2)C1	1.6	-4.3	-27.1	1.5	-20.0	-12.0	-1.7	3.1	-2.6	-0.1	9.6
COc1ccc(N2CCN(c3cnc4ccccc4n3)CC2)cc1	-1.0	1.9	-139.8	3.3	-79.1	-2.7	-95.9	-295.0	-7.2	-248.2	-4.0
CCN(Cc1ccc(NC(C)=O)cc1)CC1CCCN(CCc2cccc(OC)c2)C1 (configuration not stated)	-0.8	-7.9	20.0	6.6	-11.5	-2.8	1.9	20.2	5.5	-1.3	1.6
COC(=O)c1cc2c(N)c(C(=O)c3ccc(Cl)cc3)sc2nc1C(OC)OC	-0.1	-5.8	-2.5	14.1	-3.4	-9.3	-4.4	10.7	1.1	-4.1	3.2

Sorted by SMILES length (ascending): part of the list above.
SMILES	hiPSC survival	HTR2A ag	NR2E3 ag-1	NR2E3 ag-2	Shn3 3UTR inh	CaV13 ICDI inh	TRPM1 prom inh	HIF-2a block	PDI inh	Peg3 promoter	Cardio protect
CCc1cccc(NC(=O)Cc2ccc(OC)c(OC)c2)c1	-1.4	-1.6	-4.6	0.1	45.3	-3.1	0.5	5.9	5.9	10.0	-16.9
COc1ccc(NC(C)=O)cc1NC(=O)CSc1nnc(-c2ccc(F)cc2)n1N	-0.2	0.1	-9.8	0.1	-29.0	-4.4	-12.8	10.5	-2.4	12.0	-0.6
Cc1ccc(C)c(S(=O)(=O)N2CCN(CC(=O)NC(=O)NCc3ccco3)CC2)c1	1.5	2.9	4.5	-0.7	12.5	-6.2	11.4	11.8	10.8	18.7	8.9
